# From PubChem BioAssay
# BoNT-F LC inh: BoNT/F light chain protease inhibitors, primary screen, biochemical, flow cytometry, MLPCN library | Botulinum neurotoxin type F light chain protease (Clostridium botulinum) | Multiplex microsphere protease cleavage assay | inhibition, % at 10 µM | 360,000 tested, 0.22% active | AID 588497, 2011; in the data active = inhibition above about 35%, passing the limit was not always enough; inconclusive = no clear call, values can overlap the other calls; note: plate controls were buffer without enzyme for full effect and enzyme alone for no effect
# Anthrax LF prot: Bacillus anthracis LF protease inhibitors, primary screen, biochemical, multiplex microsphere, MLPCN library; Lethal factor (Bacillus anthracis), P15917; multiplex microsphere protease cleavage assay; inhibition, % at 10 µM; 360,000 tested, 0.12% active; note: plate controls were buffer without enzyme for full effect and enzyme alone for no effect
# BoNT A protease: BoNT/A light chain protease inhibitors, primary screen, biochemical, flow cytometry, MLPCN library; Botulinum neurotoxin type A light chain protease (Clostridium botulinum A str. ATCC 3502); multiplex microsphere protease substrate cleavage; inhibition, % at 10 µM; 360,000 tested, 0.17% active; AID 588499, 2011; note: plate controls were buffer without enzyme for full effect and enzyme alone for no effect
# Mtb FBA inh: Mtb FBA enzyme inhibitors, primary screen, biochemical, fluorescence, strain H37Rv. purified M. tuberculosis FBA, fluorescence read-out. inhibition, % at 1 µM. 360,000 tested, 2.3% active; in the data active = inhibition above about 27%;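 note: 0% = vehicle and 100% = reference inhibitor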
# Target sequence (P9WQA3 whole entry, looked up): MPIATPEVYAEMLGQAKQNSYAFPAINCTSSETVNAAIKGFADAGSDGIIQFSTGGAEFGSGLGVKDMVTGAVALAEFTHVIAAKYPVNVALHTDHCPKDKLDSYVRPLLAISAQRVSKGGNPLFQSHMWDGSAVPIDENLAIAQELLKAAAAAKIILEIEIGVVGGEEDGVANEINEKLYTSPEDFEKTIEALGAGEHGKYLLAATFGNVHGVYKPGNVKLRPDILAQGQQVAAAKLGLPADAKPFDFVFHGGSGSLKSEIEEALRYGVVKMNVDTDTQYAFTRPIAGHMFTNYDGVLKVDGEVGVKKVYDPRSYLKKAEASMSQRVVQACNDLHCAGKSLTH
# GDH-TPI inh: GDH-TPI coupling enzyme inhibitors, primary screen, artefact control for M. tuberculosis FBA inhibitor project, biochemical, absorbance, full deck | GDH-TPI coupled enzyme counterscreen, NADH absorbance | inhibition, % at 4.8 µM | 360,000 tested, 1.2% active | AID 588335, 2011; in the data active = inhibition above about 30%;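 note: 0% = DMSO wells and 100% = wells lacking the enzyme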
# BioA inh: M. tuberculosis BioA enzyme inhibitors, primary screen, biochemical, plate reader, single point, HTS; 7,8-diaminopelargonic acid synthase BioA (Mycobacterium tuberculosis); purified M. tuberculosis BioA enzyme; inhibition, % at 9.99 µM; 360,000 tested, 0.096% active; in the data active = inhibition above about 40%; inconclusive = no clear call, values can overlap the other calls
# FadD28 FP inh: inhibitors of FadD28 bisubstrate probe binding, primary screen, biochemical, fluorescence polarization, single point. Mycobacterium tuberculosis FadD28 fatty-acid-AMP ligase. 360,000 tested, 0.22% active. inhibition, % at 12.5 µM; in the data active = inhibition above about 8.5%, passing the limit was not always enough; inconclusive = no clear call, values can overlap the other calls
# Mtb UGM inh: M. tuberculosis UGM enzyme inhibitors, primary screen, biochemical, fluorescence polarization, single point | 320,000 tested, 0.06% active | inhibition, % at 10 µM | purified UGM, fluorescence polarization probe displacement; in the data active = inhibition above about 10%, passing the limit was not always enough; inconclusive = no clear call, values can overlap the other calls
# Target sequence (P9WIQ1 whole entry, looked up): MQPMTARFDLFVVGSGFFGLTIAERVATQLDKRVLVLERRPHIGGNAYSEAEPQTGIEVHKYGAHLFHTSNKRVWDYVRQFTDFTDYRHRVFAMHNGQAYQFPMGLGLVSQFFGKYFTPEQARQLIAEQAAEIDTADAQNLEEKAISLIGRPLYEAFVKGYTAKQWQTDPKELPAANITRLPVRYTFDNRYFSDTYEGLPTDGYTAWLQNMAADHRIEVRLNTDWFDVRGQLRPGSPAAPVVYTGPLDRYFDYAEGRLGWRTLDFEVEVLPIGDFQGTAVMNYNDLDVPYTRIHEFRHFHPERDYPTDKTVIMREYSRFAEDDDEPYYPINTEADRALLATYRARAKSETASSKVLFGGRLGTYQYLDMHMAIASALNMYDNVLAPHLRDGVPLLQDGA
# PfHsp40 rescue: rescue of yeast from PfHsp40 toxicity, primary screen, S. cerevisiae, ATP luminescence; AID 504582, 2011; growth rescue, % at 12.5 µM; S. cerevisiae expressing PfHsp40, growth rescue; 340,000 tested, 0.68% active; in the data active = growth rescue above about 28%, passing the limit was not always enough; inconclusive = no clear call, values can overlap the other calls;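 note: yeast W303a lacking pdr1 and pdr3 grown in galactose medium; growth measured after three days at 30 °C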
# Numbers without * were called inactive; ? = inconclusive; . = not tested or not shown; + = active, no number. Cut-off read from the data, not from the text of the source, unless noted: active = inhibition above about 30%; inconclusive = no clear call, values can overlap the other calls; inactive = below that.
SMILES,BoNT-F LC inh,Anthrax LF prot,BoNT A protease,Mtb FBA inh,GDH-TPI inh,BioA inh,FadD28 FP inh,Mtb UGM inh,PfHsp40 rescue
CCO[C@@H]1OC(C(=O)N2CCN(Cc3ccc4c(c3)OCO4)CC2)=C[C@H](c2coc3ccccc3c2=O)[C@H]1CCCO,2,3,-0.1,-1,-7,-0.6,-4.1,0.2,-0.7
CCOC(=O)Cn1c(=NC(=O)C2COc3ccccc3O2)sc2cc(S(N)(=O)=O)ccc21 (stereo unspecified),-3,-2,0.7,-1,11,-0.3,-7.0,-2.5,15
CCOCCCNC(=S)NCCCNc1nc2c(C)cc(C)cc2cc1C#N,-12,14,23,38*,6,.,-2.4,.,-0.7
COc1ccc(S(=O)(=O)N(CC(=O)NCc2ccco2)c2ccc(C)cc2)cc1OC,-4,-2,1.5,3,-2,0.5,.,1.9,-0.8
O=C(CNC(=O)c1ccc(F)cc1)NCc1ccc(S(=O)(=O)N2CCOCC2)cc1,2,-2,-2.9,-1,-2,.,.,.,-2.0
CC1CN(S(=O)(=O)c2ccc(C(=O)Nc3nccs3)cc2)CC(C)O1 (stereo unspecified),-13,-7,0.6,2,43*,.,-2.0,-4.1,-1.8
O=C(CSc1nnc(NC2CCCCC2)s1)Nc1ccc(N2CCOCC2)cc1,2,1,1.1,7,3,-0.3,0.7,-2.2,-0.6
Cc1ccccc1OCCn1nc(C(=O)O)c2ccccc2c1=O,2,-3,-0.4,2,10,4.4,-2.5,-0.4,1.1
COc1cccc(C2N(c3ccccn3)C(=O)C3CCCN32)c1OC (stereo unspecified),5,-2,0.4,0,-4,-1.2,-1.6,-1.9,1.4
O=C(CSc1ncc(-c2ccc(F)cc2)n1Cc1ccco1)Nc1nccs1,1,0,-0.1,2,-1,-0.9,-2.1,-2.1,0.4
N/C(=N\N=C\c1ccc(O)cc1O)N[N+](=O)[O-],-14,3,-0.9,1,36*,-0.1,-1.7,1.1,19
COc1cccc(-c2nc3ccccc3c(=O)o2)c1,-9,4,0.4,2,-5,.,-5.1,-0.3,-1.0
CCCCNC(=S)N=Nc1c(O)n(Cc2ccccc2)c2ccccc12,-4,1,8.6,-1,0,.,-3.1,-0.2,2.0
COc1ccc(N(C(=O)c2ccco2)C(C(=O)NC2CCCC2)c2ccc(N3CCOCC3)cc2)c(OC)c1 (stereo unspecified),13,-6,3.0,4,9,0.0,1.5,1.5,-2.0
CCOC(=O)CSc1ccc(C(=O)Nc2ccc(Cl)cc2)cn1,1,-3,-0.5,-2,-4,.,-1.2,1.2,-1.9
CC(Oc1ccc(F)cc1)C(=O)Nc1cc(C(F)(F)F)ccc1-n1cncn1 (stereo unspecified),-4,-1,0.1,1,4,.,-0.3,.,1.1
Cc1cc(SCC(=O)N(CC(C)C)c2c(N)n(CC(C)C)c(=O)[nH]c2=O)nc2ccccc12,.,.,.,5,11,-2.0,-1.4,.,-2.7
CCCCCc1cc(=O)oc2c(C(CCN3CCCC(C)C3)c3ccc(N(C)C)cc3)c(OC)cc(OC)c12 (stereo unspecified),-30,-5,-0.8,3,-2,-1.4,-3.2,2.2,1.7
COc1ccnc(CN(C)C(=O)C2CCC(=O)N(CCN(C)C)C2)c1 (stereo unspecified),-2,-2,-0.9,2,1,-1.1,-5.3,0.4,17
O=C(O)C(C(O)c1ccccc1)[n+]1ccccc1 (stereo unspecified),-5,-7,0.6,2,6,-0.9,0.5,-3.2,-0.5
CCOc1ccc(Br)cc1C(=O)N/N=C/c1ccccn1,-11,5,-0.1,3,14,3.1,.,0.2,1.6
CCO[C@H]1OC(C(=O)NCc2nc3ccccc3[nH]2)=C[C@@H](c2ccc3c(c2)OCO3)[C@@H]1CCCO,-5,-7,0.1,-1,-4,3.7,-3.4,-1.5,0.5
CC(=O)c1cccc(NC(=O)C(C)OC(=O)c2ccc3ncsc3c2)c1 (stereo unspecified),4,1,-0.9,2,-4,2.7,-1.8,-0.3,0.7
CN(C(=O)c1cccc(NC(=O)Cc2ccc(NC(=O)C3CCCN(C(=O)C4CCCCC4)C3)cc2)c1)C1CCCCC1 (stereo unspecified),-2,-6,0.4,1,3,-0.1,-2.3,.,1.6
C=CCn1c(COc2ccccc2OC)nc2ccccc21,.,.,.,-2,7,-0.6,-1.8,-1.3,0.7

# Full records as entered above. Order of values: BoNT-F LC inh | Anthrax LF prot | BoNT A protease | Mtb FBA inh | GDH-TPI inh | BioA inh | FadD28 FP inh | Mtb UGM inh | PfHsp40 rescue
# `CC(=O)c1cccc(NC(=O)C(C)OC(=O)c2ccc3ncsc3c2)c1` (stereo unspecified) is listed with 4 | 1 | -0.9 | 2 | -4 | 2.7 | -1.8 | -0.3 | 0.7
# `CCOCCCNC(=S)NCCCNc1nc2c(C)cc(C)cc2cc1C#N` is listed with -12 | 14 | 23 | 38* | 6 | . | -2.4 | . | -0.7
# `O=C(CSc1ncc(-c2ccc(F)cc2)n1Cc1ccco1)Nc1nccs1` is listed with 1 | 0 | -0.1 | 2 | -1 | -0.9 | -2.1 | -2.1 | 0.4
# `CCOc1ccc(Br)cc1C(=O)N/N=C/c1ccccn1` is listed with -11 | 5 | -0.1 | 3 | 14 | 3.1 | . | 0.2 | 1.6
# `Cc1ccccc1OCCn1nc(C(=O)O)c2ccccc2c1=O` is listed with 2 | -3 | -0.4 | 2 | 10 | 4.4 | -2.5 | -0.4 | 1.1

# Next records
SMILES,BoNT-F LC inh,Anthrax LF prot,BoNT A protease,Mtb FBA inh,GDH-TPI inh,BioA inh,FadD28 FP inh,Mtb UGM inh,PfHsp40 rescue
Cc1cc(C)n(C(N)=NC(=O)c2ccccc2)n1,-5,0,0.0,2,-9,1.3,-1.1,.,.
CC(=O)Nc1cccc(/C(C)=N/NC(=O)c2ccc3c(c2)OCO3)c1,2,3,-0.1,1,4,.,-1.0,2.4,.
S=C(NCc1ccco1)Nc1ccccc1,-5,-3,-0.6,2,2,.,-0.7,-0.3,-1.5
Cc1ccc(C(=O)N/N=C/C=C/c2ccccc2)o1,-1,-7,-1.1,6,52*,.,-0.4,-1.2,-0.6
O=C1NCCCCC1NC1CC(=O)N(c2ccccc2)C1=O (stereo unspecified),5,-4,0.3,1,11,-1.2,-0.7,0.4,-0.7
CCc1nnc(NC(=O)C2CCN(c3cnccn3)CC2)s1,-3,-4,0.0,2,-3,-0.8,0.9,1.8,-0.3
Cc1c(C(=O)NCc2cccnc2)oc2ccccc12,-3,-1,-1.4,0,-11,3.7,-2.4,2.6,0.0
Nc1nccnc1C(=O)OCC(=O)NC1CCCc2ccccc21 (stereo unspecified),.,.,.,95*,5,-0.4,-3.3,1.0,-0.3
CCCC(NC(=O)COc1cc2c(c3oc(=O)c(C)c(C)c13)CCC(C)(C)O2)C(=O)O (stereo unspecified),?,-3,1.1,+,17,-0.2,-3.3,-0.4,-0.8
COc1ccccc1N1CCN(C(=O)CSc2nnc(NC(=O)c3ccco3)s2)CC1,10,7,1.5,2,27,0.2,-0.3,-0.7,0.6
COc1ccc(C2CC(c3ccc(F)cc3)=NN2c2ccccc2)cc1OC (stereo unspecified),7,1,-2.3,11,-10,-3.0,-4.0,5.3,-0.6
CC(=O)Nc1cccc(-c2ccnc3c2CC(C(=O)Nc2ccc(F)c(Cl)c2)O3)c1 (stereo unspecified),-7,2,0.0,-1,5,0.1,-7.3,.,.
O=C(NCc1ccccc1)c1ccc(Br)o1,-1,4,0.2,2,8,-0.2,1.4,0.1,-0.5
CCC(=O)c1ccc(OCC(=O)OC(C)C(=O)N2CCc3ccccc32)cc1 (stereo unspecified),-4,-3,-2.6,4,4,.,-0.9,3.1,1.0
Cc1cc(Cl)ccc1C(=O)C1CCCN(C(=O)c2cscn2)C1 (stereo unspecified),-2,2,-0.3,1,4,1.4,-2.2,3.0,2.1
Cc1cc(Oc2ccccc2)nc(SCC(=O)Nc2ccc(Cl)c(Cl)c2)n1,-3,2,0.2,0,4,-0.2,-4.2,2.2,12
COc1ccccc1C(=O)Nn1c(C2CCC2)nc2ccccc2c1=O,0,0,?,-2,-5,0.0,-3.8,1.5,0.3
COc1cc(C(=O)N2CCN(c3cccc(Cl)c3)CC2)ccc1OCC(=O)N1CCOCC1,-6,1,-0.1,-2,-1,0.6,-3.7,.,.
Cc1c(Cl)cccc1NC(=O)N1CCN(C(=O)c2ccco2)CC1,-1,-4,2.5,1,8,-1.3,-2.2,-1.2,1.2
COCCCNC(=O)C1CCC(CNS(=O)(=O)c2ccc(Cl)cc2)CC1 (stereo unspecified),-1,-4,0.2,2,-1,-2.7,0.0,1.1,-0.6
CC(=O)Nc1ccc(N=Cc2ccc[nH]2)cc1,-5,-15,-1.1,1,-6,-0.8,1.1,-0.5,-1.5
CC1(C(=O)NS(=O)(=O)c2cccc(OC(F)F)c2)CCN1C(=O)CCc1cccs1 (stereo unspecified),-6,2,-0.8,0,4,-0.1,-0.8,.,.
O=C(Nc1c(Cl)cc2c(c1Cl)Cc1cc([N+](=O)[O-])ccc1-2)C(Cl)Cl,1,7,1.1,1,22,.,-0.1,.,-1.5
O=C(Cc1ccccc1)NC1CCCCC1,3,-8,0.1,1,-2,0.3,1.2,.,.
CC(=O)N1c2ccccc2[C@@H](C)[C@@H]1C,-4,4,-0.4,0,10,-1.4,-4.4,0.4,-1.1
SMILES,BoNT-F LC inh,Anthrax LF prot,BoNT A protease,Mtb FBA inh,GDH-TPI inh,BioA inh,FadD28 FP inh,Mtb UGM inh,PfHsp40 rescue
Cc1cccc(-c2noc(CCCOc3ccc(Cl)cc3Cl)n2)c1,0,-3,-2.1,-3,-2,-1.8,0.6,3.0,-0.4
COc1ccccc1N1CCN(C(=O)N2CCOCC2)CC1,-2,-1,-2.0,2,-4,-0.6,-0.3,-3.5,-1.1
O=c1c2ccccc2nc(COc2ccccc2)n1/N=C/c1cc([N+](=O)[O-])ccc1O,-10,0,-2.7,-2,23,1.9,-2.0,1.3,9.6
O=C(c1cccs1)n1nc(-c2ccccc2)nc1NCc1ccc(F)cc1,-6,-3,?,-3,2,.,-1.9,-4.5,-0.7
CC1(C)NS(=O)(=O)Oc2ccccc21,-4,-6,0.2,1,7,9.8,-2.9,-1.4,0.3
Cc1ccc(S(=O)(=O)CC(=O)c2ccc(C(C)(C)C)cc2)cc1,6,-5,-0.2,3,6,3.5,-0.3,-1.1,4.0
CCN(CC)C(=O)c1ccc2c3c(cccc13)C(=O)N(CCc1ccc(OC)c(OC)c1)C2=O,-7,-1,0.6,0,13,.,-3.2,.,-0.3
CCn1c(SCC(=O)NC(C)(C)C)nnc1-c1ccoc1C,19,-2,0.8,4,-5,.,-3.3,-0.8,-0.7
O=C1N2CCSC2=NC1(Nc1ccccn1)C(F)(F)F (stereo unspecified),-8,1,0.0,8,3,1.0,3.1,4.3,0.7
CC1CCN(c2ccc(C(=O)O)cc2NS(=O)(=O)c2ccc(Br)cc2)CC1,1,0,2.0,0,7,0.0,-0.6,0.4,3.9
Nc1nc(COc2ccccc2C=O)nc(Nc2ccccc2)n1,?,-7,-10,-1,13,.,-2.6,-0.9,1.7
CC(=O)C1=C(O)C(=O)N(CCc2ccccc2)C1c1ccccc1[N+](=O)[O-] (stereo unspecified),-11,-1,-1.6,7,5,.,1.2,2.0,-1.4
COC(=O)c1cccc(CN2C(=O)SC(Nc3ccc(C)cc3)C2=O)c1 (stereo unspecified),-5,-5,-0.1,-1,3,.,-2.6,-1.6,0.0
